# RAD54 inh: blocks human RAD54 Holliday junction branch migration | Q92698 | FAM/BHQ fluorescence | inhibition, % at 10.4 µM | 0.14% of 360,000 active;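 active = mean normalized replicate activity at least 40 and at least half of replicates scoring 40 or more; inconclusive = only one of the two criteria met; inactive = mean below 40 and under half of replicates reaching 40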;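 note: 0% = median of neutral control wells and 100% = median of positive control wells; inhibitors cause a drop in the FAM fluorescence signal; in these data hits start at about 50%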
# E-selectin induc: induces E-selectin expression in human endothelial cells. HUVEC E-selectin immunofluorescence imaging; normalized: neutral wells 0, TNF-alpha wells 100. activation, % at 7.58 µM. 0.37% of 260,000 active;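 active = mean E-selectin-positive cell signal at least 10% of the positive control, reached in at least 60% of replicates, without over 20% cell loss; inconclusive = no rule given, readout overlaps actives, possibly toxicity-flagged; inactive = the rest, including those meeting only one limit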;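 note: in these data hits start at about 27%; measured in HUVEC primary endothelial cells; signal is the percent of cells scored E-selectin positive by PE staining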
#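 Test system: HUVEC; input: 3,000 HUVEC/well; measured by: immunofluorescence imaging; read-out: % PE-positive cells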
# XiGFP reactiv: activators of X-chromosome reactivation in mouse fibroblasts; XiGFP mouse fibroblasts, % GFP-positive cells imaging, 3 d; cells co-treated with 5-aza-dC sensitizer; scaled so ellipticine positive control = 100%; activation, % at 7.58 µM; 0.055% of 360,000 active; AID 743238;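 active = mean normalized replicate activation at least 10% and every replicate at or above 10%; inconclusive = only one of the two criteria met; inactive = mean below 10% and not all replicates reach 10%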;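 note: 0% = median of on-plate neutral control wells and 100% = ellipticine 6 µM median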
#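 material = 68-5-11 XiGFP fibroblast line | medium = DMEM plus 5-aza-dC sensitizer | schedule = 3 days compound exposure | benchmarks = positive control ellipticine, 6 µM final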
# S100A4 inh HTS: blocks human S100A4 binding to myosin IIA peptide; P26447; S100A4/TAMRA-MyoIIA peptide fluorescence polarization; inhibition, % at 10.7 µM; 0.14% of 360,000 active; AID 652163;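 active = mean inhibition of at least 70% across replicates, with every replicate also reaching that level; inconclusive = mean inhibition reaches 70% but some replicates fall short; inactive = mean inhibition below 70%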
# Target sequence (P26447 whole entry, looked up): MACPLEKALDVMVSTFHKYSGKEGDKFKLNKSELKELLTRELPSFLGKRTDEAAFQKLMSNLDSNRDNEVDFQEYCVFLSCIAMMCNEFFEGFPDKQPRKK
#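 Material: S100A4 monomer protein | Medium: HEPES pH 7.2 with CaCl2, KCl, NaCl, DTT, Triton | Reagent: Labelled myosin peptide probe, 5 nM | Doses: One dose per compound | Times: 5 min incubation before reading | Benchmarks: Neutral control DMSO, positive control TFP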
# RAD52 inh: blocks human RAD52 DNA annealing; inhibition, % at 18.7 µM; recombinant RAD52 DNA annealing, FRET fluorescence; 0.46% of 360,000 active;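 active = every replicate showing at least 50% inhibition; inconclusive = mean inhibition at least 50% but not in every replicate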
# ERp5 block: inhibitors of human ERp5; inhibition, % at 9.99 µM; 0.05% of 350,000 active; ERp5 insulin aggregation, absorbance 650 nm, 90 min; AID 651711;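 active = mean replicate inhibition above about 25%, with every replicate also reaching it, limit read from the data, passing the limit was not always enough; inconclusive = only one of those two criteria met; inactive = neither criterion met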
# esBAF inh: SWI/SNF esBAF complex inhibition | mouse ES cells, Bmi1-luciferase knock-in reporter, 24 h; 100% = twice the neutral-well signal | reporter increase, % at 12.5 µM | 2% of 350,000 active | AID 602393; in the data active = activation above about 40%; inconclusive = no clear call, values can overlap the other calls;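 note: 0% = median of the plate's neutral control wells and 100% = double that signal; a rise in the Bmi1 reporter signal indicates esBAF inhibition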
# ERAP1 inh: ERAP1 (human) enzyme inhibition; recombinant ERAP1, Leu-AMC fluorescence, 60 min; inhibition, % at 10.7 µM; AID 652197; 0.15% of 340,000 active; Q9NZ08;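 active = mean replicate inhibition of at least 30%, or all replicates individually reaching that 30% level; inactive = mean below 30% and not every replicate reaching it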;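 note: 0% = neutral control wells and 100% = L-leucinethiol positive control wells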
# Target sequence (Q9NZ08 whole entry, looked up): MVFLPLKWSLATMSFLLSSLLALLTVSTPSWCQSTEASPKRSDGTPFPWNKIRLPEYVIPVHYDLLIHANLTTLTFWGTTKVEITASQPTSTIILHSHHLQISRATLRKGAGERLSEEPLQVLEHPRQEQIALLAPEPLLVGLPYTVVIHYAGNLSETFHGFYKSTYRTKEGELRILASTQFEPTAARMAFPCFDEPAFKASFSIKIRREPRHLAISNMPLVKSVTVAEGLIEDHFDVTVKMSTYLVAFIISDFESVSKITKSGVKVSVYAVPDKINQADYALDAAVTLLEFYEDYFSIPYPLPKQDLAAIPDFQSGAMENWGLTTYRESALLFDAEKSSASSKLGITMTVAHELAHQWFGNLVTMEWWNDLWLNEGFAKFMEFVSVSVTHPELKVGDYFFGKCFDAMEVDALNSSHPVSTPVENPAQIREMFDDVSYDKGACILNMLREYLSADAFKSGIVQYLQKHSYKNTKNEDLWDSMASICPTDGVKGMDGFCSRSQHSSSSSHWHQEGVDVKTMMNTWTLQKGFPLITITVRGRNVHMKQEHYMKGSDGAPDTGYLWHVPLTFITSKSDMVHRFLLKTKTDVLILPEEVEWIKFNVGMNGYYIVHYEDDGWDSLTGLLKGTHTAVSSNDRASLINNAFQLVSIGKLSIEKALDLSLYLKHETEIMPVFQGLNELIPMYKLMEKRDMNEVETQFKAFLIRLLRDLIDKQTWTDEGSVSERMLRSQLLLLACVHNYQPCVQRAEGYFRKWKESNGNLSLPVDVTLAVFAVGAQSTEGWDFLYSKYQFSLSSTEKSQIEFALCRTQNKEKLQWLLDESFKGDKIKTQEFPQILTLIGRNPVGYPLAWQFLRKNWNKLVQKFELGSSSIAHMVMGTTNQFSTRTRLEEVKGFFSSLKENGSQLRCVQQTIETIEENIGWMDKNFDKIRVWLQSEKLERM
# An asterisk follows results filed as active; ? = inconclusive; · = not tested or not shown.
No.	mol	RAD54 inh	E-selectin induc	XiGFP reactiv	S100A4 inh HTS	RAD52 inh	ERp5 block	esBAF inh	ERAP1 inh
1	CCCCCCCCCCCCCCCC(O)C[N+](C)(C)CCO (centres undefined)	·	-0.5	0.1	-11	80*	8	·	50*
2	O=C(NCCc1ccc(Cl)cc1)C1CCN(C(=O)N2CCOc3ccccc32)CC1	0	4.1	0.0	-5	-7	4	-2	4
3	COc1ccc(S(=O)(=O)N(C)c2ccc(C(=O)N3CCCCC3)cc2)cc1	3	0.0	0.0	-4	-8	15	9	1
4	COc1ccccc1CC(=O)N1CCCc2ccccc21	6	·	·	8	-10	2	-8	3
5	COc1cccc(NC(=S)NN=C2CCC(C(C)(C)C)CC2)c1 (centres undefined)	-8	0.1	0.0	-1	-15	-1	1	0
6	CS(=O)(=O)Nc1ccc2c(c1)[C@@H]1C[C@@H](CC(=O)O)O[C@@H](CO)[C@@H]1O2	·	-0.1	0.1	-22	-46	-9	·	0
7	CC1=CC(C)C(=O)N(C)C(C)=C1 (centres undefined)	2	1.0	0.3	1	-8	1	-8	1
8	C[C@@H]1CN([C@H](C)CO)C(=O)Cc2cc(NS(C)(=O)=O)ccc2O[C@H]1CN(C)CC1CC1	-1	-0.2	-0.1	4	6	5	-3	-5
9	O=C(NCc1ccccc1Cl)C1CCN(C(=O)c2sccc2-n2cccc2)CC1	-13	·	0.1	6	-6	-2	2	-1
10	C[C@H]1CN([C@@H](C)CO)S(=O)(=O)c2ccc(Br)cc2O[C@@H]1CN(C)CC1CCOCC1	10	0.7	0.4	8	10	6	-4	2
11	Cc1ccc(S(=O)(=O)N2CCN(C(=O)CCn3cncn3)CC2)cc1C	-25	·	0.0	4	-7	1	0	-1
12	COc1ccccc1C(=O)Nc1ccc2c(c1)OC[C@H](C)NC[C@H](C)[C@H](OC)CN(C)C2=O	-2	-0.1	-0.2	-10	-11	2	3	-1
13	CCOn1c(=O)c(=O)n(OC)c2ccccc21	·	·	0.2	4	-5	3	·	-1
14	C[C@H]1CN([C@@H](C)CO)C(=O)Cc2cc(NS(=O)(=O)c3cccs3)ccc2O[C@@H]1CN(C)Cc1ccc2c(c1)OCO2	2	-0.7	0.2	5	-1	-2	-2	2
15	CC(=O)Nc1ccc2c(c1)C(=O)N(C)[C@@H]1CC[C@@H](CC(=O)NCC3CC3)O[C@H]1CO2	-8	-0.1	0.2	10	-7	71*	0	0
16	Cc1noc(C)c1S(=O)(=O)N(C)C[C@@H]1OCCCC[C@@H](C)Oc2ccc(NC(=O)C3CCCCC3)cc2C(=O)N([C@H](C)CO)C[C@@H]1C	-15	0.1	-0.9	1	-5	-1	12	-3
17	CC(/C=N/NC(=O)c1nnn(-c2nonc2N)c1CN(C)C)=C\c1ccco1	-15	·	-0.1	-1	-33	·	·	-1
18	Cc1ccc(CNC(=O)c2ccc(N3CCc4ccccc43)c([N+](=O)[O-])c2)cc1	·	·	0.0	4	-9	12	·	3
19	CC12CC3CC(C)(C1)CC(C(=O)Nc1nncs1)(C3)C2	-2	·	0.0	5	-13	?	-5	0
20	CC(=O)c1ccc(N2CCN(C(=O)CNS(=O)(=O)c3ccc4c(c3)OCCCO4)CC2)c(F)c1	0	-1.3	-0.1	2	-2	1	-4	2
21	CCCC#Cc1cnc2c(c1)C(=O)N([C@H](C)CO)C[C@H](C)[C@H](CN(C)C(=O)Nc1cccc(F)c1)O2	-8	0.4	-1.3	-27	-1	-3	-8	-1
22	Cc1ccc(NC(=S)N2CCC(NC(=O)c3ccco3)CC2)cc1C	10	1.3	0.0	-2	-10	-1	2	-4
23	CCc1nc(SCC(=O)c2ccccc2)c2c(=O)n(C)c(=O)n(C)c2n1	·	·	0.0	3	-11	1	3	-3
24	O=C1OCC=C1NNC(=O)c1cccnc1	·	0.0	0.1	2	0	-5	·	-1
25	Cc1ccc(NC(=O)C2CCC(CNc3c(N4CCC(C)CC4)c(=O)c3=O)CC2)cc1F (centres undefined)	·	5.2	0.1	-3	-11	5	·	-2
26	CC1(C)SC(=S)N(/N=C/c2ccccc2O)C1N(O)C(=O)Nc1ccccc1 (centres undefined)	·	·	-0.1	-2	-14	9	·	1
27	CC(C)NC(=O)c1csc([C@@H]2O[C@H](CO)[C@H](O)[C@H](O)[C@H]2O)n1	7	2.9	0.2	0	-10	-4	-2	-2
28	O=C(c1cccc2ccccc12)C1CCCN(C(=O)CCN2CCCO2)C1 (centres undefined)	-14	0.0	0.0	-2	-12	-10	11	-5
29	CO[C@@H](CN(C)C(=O)C1CCOCC1)[C@@H](C)CN(C(=O)Nc1ccc(F)cc1)[C@H](C)CO	-1	-0.1	0.0	10	-6	-7	0	-1
30	C[C@@H]1CC=C[C@H]2[C@H]1C(=O)N(Cc1ccccc1)[C@H]2c1ccoc1	0	0.0	0.0	-4	-51	-4	7	0
31	CC(C)NC(=O)Nc1ccc2c(c1)C(=O)N([C@H](C)CO)C[C@H](C)[C@H](CN(C)C(=O)NC(C)C)OCCCC[C@H](C)O2	-1	·	-0.1	1	-17	-1	·	6
32	CCCn1cc(SCC(=O)Nc2nnc(C)s2)c2ccccc21	8	-0.2	0.0	-4	5	1	1	-1
33	CC(=O)N(C)C[C@@H]1Oc2cc(C#Cc3ccccc3F)ccc2S(=O)(=O)N([C@@H](C)CO)C[C@@H]1C	-1	-0.1	0.0	2	-3	-11	8	-3
34	Cn1c(CO)cnc1S(=O)(=O)Cc1ccc(Cl)cc1	1	·	0.2	-2	-7	-2	-5	-1
35	O=C(CSc1ccc(Cl)cc1)Nc1ccc(C2SCCS2)cc1	·	0.2	0.1	1	-9	-6	-3	4
36	C[C@@H]1CN([C@@H](C)CO)C(=O)c2cc(NC(=O)Nc3ccc(F)cc3)ccc2O[C@@H]1CN(C)CC1CCCCC1	2	0.7	0.1	13	11	-3	3	-2
37	CC(C(=O)N1CCCCC1)N(C)CC(=O)Nc1ccc(F)c(F)c1F (centres undefined)	-10	0.0	0.1	-6	-24	6	-4	-7
38	COc1ccccc1-c1cn(CC[C@@H]2CC[C@H](NC(=O)Cc3ccccn3)[C@H](CO)O2)nn1	2	0.3	-0.5	-11	5	0	3	3
39	O=C(CN(c1ccccn1)S(=O)(=O)c1ccc(F)cc1)Nc1ccccc1	3	·	0.1	-8	-5	12	-3	-7
40	O=C(NCC1CCCO1)C(c1cccnc1)N(C(=O)Cc1cccs1)c1ccccc1 (centres undefined)	1	·	·	1	-5	1	69*	-1
41	Cc1ccc(S(=O)(=O)N(C)C[C@H]2Oc3ccc(NS(=O)(=O)c4cccs4)cc3CC(=O)N([C@H](C)CO)C[C@H]2C)cc1	-6	0.0	-0.4	9	4	-5	6	-3
42	CO[C@@H]1CN(C)C(=O)c2cc(NC(=O)Nc3ccc(Cl)cc3)ccc2OC[C@H](C)N(C(=O)Nc2c(C)noc2C)C[C@H]1C	-4	2.7	0.2	·	·	·	-1	·
43	O=C(NCc1cccnc1)c1cc(C2CCCN(C(=O)c3ccc4c(c3)CCO4)C2)on1 (centres undefined)	-5	-0.2	0.0	2	-4	0	1	3
44	Cc1cccc(C)c1NC(=O)COC(=O)c1ccc2[nH]c3c(c2c1)CCCC3	5	-0.2	·	-2	-9	0	1	·
45	O=C1Cc2ccccc2C(=O)N1CCc1ccccc1	-13	1.2	0.3	-1	-90	2	7	·
46	CCN1C(=O)[C@H]2[C@@H](c3ccc(-c4cc(C(C)=O)cs4)cc3)N[C@@](Cc3ccccc3)(C(=O)OC)[C@H]2C1=O	5	-0.1	-0.1	-14	-13	7	-4	-2
47	CCOC(=O)CC(NC(=O)c1cc2ccccc2oc1=O)c1cccc([N+](=O)[O-])c1 (centres undefined)	·	0.4	0.0	-6	-25	-1	·	1
48	COc1ccccc1NS(=O)(=O)c1ccc(C(=O)N2CC(C)OC(C)C2)cc1 (centres undefined)	1	·	0.3	-2	-7	4	-2	1
49	CCc1cccc(NC(=O)CCCn2c(=O)[nH]c3ccsc3c2=O)c1	10	·	0.3	-1	0	2	1	-8
50	O=C(O)CC(NNC(=O)c1ccccc1)C(=O)Nc1cccc([N+](=O)[O-])c1 (centres undefined)	9	0.5	0.1	0	4	-4	-3	-2

# Gathered by group, the compounds so far containing a halogen.
No.	mol	RAD54 inh	E-selectin induc	XiGFP reactiv	S100A4 inh HTS	RAD52 inh	ERp5 block	esBAF inh	ERAP1 inh
2	O=C(NCCc1ccc(Cl)cc1)C1CCN(C(=O)N2CCOc3ccccc32)CC1	0	4.1	0.0	-5	-7	4	-2	4
9	O=C(NCc1ccccc1Cl)C1CCN(C(=O)c2sccc2-n2cccc2)CC1	-13	·	0.1	6	-6	-2	2	-1
10	C[C@H]1CN([C@@H](C)CO)S(=O)(=O)c2ccc(Br)cc2O[C@@H]1CN(C)CC1CCOCC1	10	0.7	0.4	8	10	6	-4	2
20	CC(=O)c1ccc(N2CCN(C(=O)CNS(=O)(=O)c3ccc4c(c3)OCCCO4)CC2)c(F)c1	0	-1.3	-0.1	2	-2	1	-4	2
21	CCCC#Cc1cnc2c(c1)C(=O)N([C@H](C)CO)C[C@H](C)[C@H](CN(C)C(=O)Nc1cccc(F)c1)O2	-8	0.4	-1.3	-27	-1	-3	-8	-1
25	Cc1ccc(NC(=O)C2CCC(CNc3c(N4CCC(C)CC4)c(=O)c3=O)CC2)cc1F (centres undefined)	·	5.2	0.1	-3	-11	5	·	-2
29	CO[C@@H](CN(C)C(=O)C1CCOCC1)[C@@H](C)CN(C(=O)Nc1ccc(F)cc1)[C@H](C)CO	-1	-0.1	0.0	10	-6	-7	0	-1
33	CC(=O)N(C)C[C@@H]1Oc2cc(C#Cc3ccccc3F)ccc2S(=O)(=O)N([C@@H](C)CO)C[C@@H]1C	-1	-0.1	0.0	2	-3	-11	8	-3
34	Cn1c(CO)cnc1S(=O)(=O)Cc1ccc(Cl)cc1	1	·	0.2	-2	-7	-2	-5	-1
35	O=C(CSc1ccc(Cl)cc1)Nc1ccc(C2SCCS2)cc1	·	0.2	0.1	1	-9	-6	-3	4
36	C[C@@H]1CN([C@@H](C)CO)C(=O)c2cc(NC(=O)Nc3ccc(F)cc3)ccc2O[C@@H]1CN(C)CC1CCCCC1	2	0.7	0.1	13	11	-3	3	-2
37	CC(C(=O)N1CCCCC1)N(C)CC(=O)Nc1ccc(F)c(F)c1F (centres undefined)	-10	0.0	0.1	-6	-24	6	-4	-7
39	O=C(CN(c1ccccn1)S(=O)(=O)c1ccc(F)cc1)Nc1ccccc1	3	·	0.1	-8	-5	12	-3	-7
42	CO[C@@H]1CN(C)C(=O)c2cc(NC(=O)Nc3ccc(Cl)cc3)ccc2OC[C@H](C)N(C(=O)Nc2c(C)noc2C)C[C@H]1C	-4	2.7	0.2	·	·	·	-1	·

# Just RAD52 inh, for 2 of the compounds above:
nr	structure	RAD52 inh
46	CCN1C(=O)[C@H]2[C@@H](c3ccc(-c4cc(C(C)=O)cs4)cc3)N[C@@](Cc3ccccc3)(C(=O)OC)[C@H]2C1=O	-13
47	CCOC(=O)CC(NC(=O)c1cc2ccccc2oc1=O)c1cccc([N+](=O)[O-])c1 (centres undefined)	-25

# Hits appear at their usual frequency. Share with any hit: about 2.5%.
